Bioassay records: PubChem, several laboratories
MazEF act = MazEF (E. coli) toxin RNase activation | AID 504720 | P0AE70 | 350,000 compounds, 0.32% hits | activation, % at 20 µM | FAM/BHQ RNA-DNA oligo cleavage fluorescence, 5 h; in the data active = activation above about 50%
Target sequence (P0AE70 whole entry, looked up): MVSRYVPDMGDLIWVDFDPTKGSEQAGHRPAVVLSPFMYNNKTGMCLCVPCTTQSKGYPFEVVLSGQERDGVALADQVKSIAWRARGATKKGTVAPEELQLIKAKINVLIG
Rv3671c protease = inhibits the M. tuberculosis serine protease Rv3671c; inhibition, % at 5.96 µM; 320,000 compounds, 0.048% hits; P9WHR9; AID 2606; in the data active = inhibition above about 38%;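 also: extracellular domain of Rv3671c used as enzyme; 0% = enzyme with DMSO and 100% = no enzyme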
UGM FP inh = inhibitors of M. tuberculosis UDP-galactopyranose mutase. purified UGM, fluorescence polarization probe displacement. 320,000 compounds, 0.06% hits. P9WIQ1. inhibition, % at 10 µM; in the data active = inhibition above about 10%, passing the limit was not always enough
Target sequence (P9WIQ1 whole entry, looked up): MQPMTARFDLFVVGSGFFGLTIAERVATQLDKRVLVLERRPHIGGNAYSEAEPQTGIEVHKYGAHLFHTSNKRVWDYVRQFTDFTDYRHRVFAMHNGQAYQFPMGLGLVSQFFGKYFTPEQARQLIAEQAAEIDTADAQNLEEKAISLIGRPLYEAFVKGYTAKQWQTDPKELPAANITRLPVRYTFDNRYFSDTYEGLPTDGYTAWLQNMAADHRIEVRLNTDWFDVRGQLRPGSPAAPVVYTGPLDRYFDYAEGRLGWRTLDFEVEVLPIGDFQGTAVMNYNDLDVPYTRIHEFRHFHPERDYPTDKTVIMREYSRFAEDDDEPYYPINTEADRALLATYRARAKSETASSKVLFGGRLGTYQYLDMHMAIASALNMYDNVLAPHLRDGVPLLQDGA
FBA Mtb inh = Mtb fructose-bisphosphate aldolase inhibition; P9WQA3; purified M. tuberculosis FBA, fluorescence read-out; inhibition, % at 1 µM; 360,000 compounds, 2.3% hits; in the data active = inhibition above about 27%;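 also: 0% = vehicle and 100% = reference inhibitor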
Target sequence (P9WQA3 whole entry, looked up): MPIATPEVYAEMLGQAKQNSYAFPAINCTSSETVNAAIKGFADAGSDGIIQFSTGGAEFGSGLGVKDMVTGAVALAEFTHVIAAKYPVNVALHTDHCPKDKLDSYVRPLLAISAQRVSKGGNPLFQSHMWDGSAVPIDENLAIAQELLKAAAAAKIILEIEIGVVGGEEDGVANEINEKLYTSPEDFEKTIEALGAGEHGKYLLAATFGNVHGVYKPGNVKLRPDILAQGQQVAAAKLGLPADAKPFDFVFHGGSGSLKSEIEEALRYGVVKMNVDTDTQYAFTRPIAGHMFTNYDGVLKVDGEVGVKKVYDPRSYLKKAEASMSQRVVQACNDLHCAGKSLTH
SARS 3CLpro inh = SARS-CoV 3CLpro protease inhibition. 290,000 compounds, 0.14% hits. recombinant SARS-CoV 3CLpro, quenched FRET peptide cleavage. inhibition, % at 6 µM; in the data active = inhibition above about 12%
BioA inh = blocks M. tuberculosis BioA enzyme activity. purified M. tuberculosis BioA enzyme, plate reader. inhibition, % at 9.99 µM. 360,000 compounds, 0.096% hits; in the data active = inhibition above about 40%
BH1578 lux ind = induces V. cholerae light production without autoinducers; V. cholerae BH1578 lux reporter, luminescence, 6 h; AID 588436; 350,000 compounds, 0.16% hits; activation, % at 18.7 µM; in the data active = activation mostly above about 9.7%, no sharp cut-off; also: not every result past the cut was called active; inactives centre near 0; reference of the scale not given here
PriA SSB inh = K. pneumoniae PriA-SSBct interaction inhibition. inhibition, % at 33 µM. AlphaScreen SSBct-PriA binding, biotinylated peptide. 430,000 compounds, 0.6% hits; in the data active = inhibition mostly above about 37%, no sharp cut-off; inactive = mostly below about 20%;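 also: plate controls were negative control peptide for no effect and reference peptide for full effect; strong numbers were not always called active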
GDH-TPI counter = GDH-TPI coupled enzyme inhibition counter-screen; inhibition, % at 4.8 µM; 360,000 compounds, 1.2% hits; GDH-TPI coupled enzyme counterscreen, NADH absorbance; in the data active = inhibition above about 30%;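 also: 0% = DMSO wells and 100% = wells lacking the enzyme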
VHR inh abs = blocks human VHR1 dual specificity phosphatase; inhibition, % at 13.3 µM; recombinant VHR phosphatase, pNPP absorbance; 290,000 compounds, 0.52% hits; P51452; in the data active = inhibition above about 50%; also: some compounds called inactive have numbers as strong as hits
An asterisk follows results filed as active; i = inactive; . = no result given; & = joins results of further samples. Not all compounds are listed; count on the stated rates, not on these rows.

cpd	canonical_smiles	MazEF act	Rv3671c protease	UGM FP inh	FBA Mtb inh	SARS 3CLpro inh
1	CCc1ccc(NC(=O)C(C)OC(=O)/C=C/c2ccc(O)c(OC)c2)cc1 (configuration not stated)	15	-2	-1.0	2	.
2	O=C(Nc1nnc(S(=O)(=O)N2CCCC2)s1)c1ccccc1Br	-3	-1	0.7	2	3
3	O=C(CN1CCCC1)Nc1ccc(OC(F)(F)F)cc1	-4	1	0.4	0	5
4	Cc1nc(-c2cccc(NC(=O)c3cccc(S(=O)(=O)N4CCCC4)c3)c2)cs1	-14	-26	-0.5	4	.
5	CCN1C(=O)[C@@H]2[C@@H](c3ccc(-c4ccc(Cl)c(Cl)c4)cc3)N3CCC[C@@]3(C(=O)OC)[C@@H]2C1=O	-12	3	-0.8	0	.
6	CS(=O)(=O)c1ccc2nc(NC(=O)C3COc4ccccc4O3)sc2c1 (configuration not stated)	-4	2	-0.7	-1	1
7	Cc1ccc(S(=O)(=O)N(CC(=O)O)c2ccc(Cl)c(C(F)(F)F)c2)cc1	2	-1	-0.9	2	6
8	O=C(NCc1cccnc1)c1cc(C2CCCCN2C(=O)OCc2ccccc2)on1 (configuration not stated)	.	.	.	-3	.
9	Cc1ccsc1-c1nc(CSCC(=O)NCc2ccc3c(c2)OCO3)c(C)o1	-3	6	2.4	4	3
10	O=C1CN(C(=O)COC(=O)Cc2ccsc2)c2ccccc2N1	6	2	1.3	-2	3
11	COc1cc2ccccc2cc1C(=O)Nc1ccc(N2CCN(C)CC2)cc1	5	0	3.1	-1	.
12	O=C(O)C1CC=CCC1C(=O)Nc1ccccc1C(=O)N1CCN(c2ccc(F)cc2)CC1 (configuration not stated)	7	2	0.6	-3	-2
13	O=C(NCCNC(=O)C1CC2CCC1C2)C1CC2CCC1C2 (configuration not stated)	3	3	-2.0	4	-4
14	O=C1CSC(c2ccccc2)N1c1cccnc1 (configuration not stated)	1	1	5.7	0	8
15	CN(C)C(=O)Cn1c(SCC(=O)N2CCCc3ccccc32)nc2ccccc21	3	-10	-0.2	0	3

cpd	BioA inh	BH1578 lux ind	PriA SSB inh	GDH-TPI counter	VHR inh abs
1	-0.9	i	-1	12	.
2	-1.5	-0.2	-17	5	17
3	-3.2	-0.4	-7	10	10
4	-1.3	0.6	-10	2	.
5	-1.7	i	-41	-8	.
6	-1.1	-1.0	-8&14	8	24
7	.	-0.6	-8	-1	29
8	-0.6	-0.4	.	-11	.
9	1.4	-0.3	2	9	-21
10	0.7	i	-2	8	-1
11	0.1	-0.3	25	12	8
12	-0.4	i	-7	8	2
13	-1.7	1.6	-6	4	7
14	-1.5	i	-6	4	-8
15	-0.7	i	-2	6	19

Further compounds.
cpd	canonical_smiles	MazEF act	Rv3671c protease	UGM FP inh	FBA Mtb inh	SARS 3CLpro inh
16	COC(=O)C1=C(C)NC(=O)CC1c1ccccc1 (configuration not stated)	2	11	5.9	1	1
17	COc1ccc(N2CCN(C(=O)c3ccccc3N(C)S(=O)(=O)c3ccccc3)CC2)cc1	-5	-6	-2.5	7	-4
18	CC(C)NC(=O)CC1(C(=O)NCc2ccc(Cl)cc2)CCCC1	-2	-8	1.8	-3	3
19	Cc1cc(C)n(CC(=O)n2nc(C)cc2C)n1	1	-6	-2.2	5	0
20	O=C(NCC(c1ccco1)N1CCc2ccccc2C1)C(=O)Nc1ccc(F)cc1F (configuration not stated)	0	-1	-0.3	0	.
21	O=C(O)/C=C/C(=O)Nc1cccnc1	1	-2	2.7	1	-1
22	CCOc1ccc(/C=C/C(=O)N2CCOCC2)cc1OC	2	1	0.9	6	-3
23	CN(C)c1nc(Nc2ccccc2)nc(Oc2ccc(=O)[nH]n2)n1	1	-3	2.4	-4	-11
24	NC(=O)CN1C(=O)/C(=c2\sc3nc(=O)c(Cc4ccccc4)nn3c2=O)c2ccccc21	-4	-3	3.0	2	1
25	Cc1cc(C)c2c(N)c(C(=O)NN)sc2n1	7	11	0.8	6	-5
26	O=C(NCc1cccnc1)Nc1cccc(NC(=O)NCc2cccnc2)c1F	2	9	-4.1	2	0
27	O=C(COC(=O)c1ccccc1)NCCC1=CCCCC1	-6	2	6.5	1	4
28	CC(=O)Nc1ccc(S(=O)(=O)NC(C)C(=O)NC(C)c2ccccc2)cc1 (configuration not stated)	7	2	-1.0	1	5
29	O=C(Cc1ccccc1)Nc1c2c(nn1-c1cccc(Cl)c1)CS(=O)(=O)C2	-9	-2	3.1	3	-3
30	COc1cc(NC(=O)CNc2cccc(S(=O)(=O)N3CCCC3)c2)cc(OC)c1	-1	-12	0.0	6	3

cpd	BioA inh	BH1578 lux ind	PriA SSB inh	GDH-TPI counter	VHR inh abs
16	0.2	-0.6	-21	-8	9
17	-0.1	i	21	3	-7
18	-0.1	-1.4	-7	-10	6
19	-3.2	-0.2	-5	2	13
20	-1.8	i	-16	1	.
21	.	i	7	-3	4
22	-0.6	i	-1	32*	36
23	.	-0.3	-6	1	25
24	-1.2	2.9	.	13	14
25	0.3	-0.6	-8	26	17
26	-1.7	1.2	-15	5	-5
27	.	-0.4	-12	8	22
28	4.4	2.1	0	3	20
29	6.9	-0.3	-8	-1	3
30	-0.4	i	15	2	6

(more compounds)
cpd	canonical_smiles	MazEF act	Rv3671c protease	UGM FP inh	FBA Mtb inh	SARS 3CLpro inh
31	O=S(=O)(c1cccc(-c2nnc(-c3ccc(Br)cc3)o2)c1)N1CCCCCC1	5	-3	2.0	-1	2
32	Cn1c(=O)c2c(nc(SCc3ccccc3F)n2C)n(C)c1=O	0	4	2.4	4	4
33	COC(=O)CCCC[C@H]1SC[C@H]2NC(=O)N[C@]21O	.	-6	-0.2	.	3
34	Cc1ccc(C(=O)Nc2cccnc2)cc1[N+](=O)[O-]	3	9	-1.0	-5	0
35	COc1ccccc1N1CCN(C2CCN(C(=O)c3cccc(F)c3)CC2)CC1	-6	10	3.5	-1	-2
36	CN(C)c1ccc(NC(=O)CN2C3CCCC2CC(NC(=O)c2ccccc2)C3)cc1 (configuration not stated)	9	-5	-1.4	2	5
37	CCSc1nnc(NC(=O)NCC(F)(F)F)s1	-1	4	2.2	1	3
38	COc1ccc(NS(=O)(=O)c2cccc(C(=O)O)c2)cc1S(=O)(=O)N1CCCCC1	7	4	1.6	4	.
39	COc1cc(/C=C2/N=C(c3ccccc3)OC2=O)c(F)cc1OCc1ccccc1	-36	0	1.1	0	.
40	CCN(Cc1cc(=O)[nH]c2ccccc12)C(=O)C(C)C	4	-4	-0.5	3	-1
41	CCOc1ccc(CCNC(=O)c2cccc(C#N)c2)cc1OCC	11	2	-1.2	0	0
42	CC12CCC3C(CC=C4CC5(CCC43C)OCCO5)C1CCC2=O (configuration not stated)	-1	8	0.2	-1	-2
43	COC(=O)[C@H]1[C@H]2C[C@@H]3c4[nH]c5cc(OC)ccc5c4CCN3C[C@H]2C[C@@H](OC(=O)/C=C/c2cc(OC)c(OC)c(OC)c2)[C@@H]1OC	-23	10	1.3	5	.
44	O=C(c1cc(C2CCCCN2S(=O)(=O)c2ccccc2)on1)N1CCOCC1 (configuration not stated)	.	.	.	6	.
45	CC(C)CN(CCNC(=O)CN1N=C(c2ccc(Cl)cc2)CCC1=O)CC(C)C	-3	2	-2.1	1	2

cpd	BioA inh	BH1578 lux ind	PriA SSB inh	GDH-TPI counter	VHR inh abs
31	.	-16	-10	-15	27
32	-2.2	i	-8	9	-4
33	.	.	.	.	-10
34	39	0.1	-3	1	27
35	.	3.3	-5	8	-3
36	0.2	i	8	-4	79
37	0.1	.	-9	6	21
38	-0.9	i	-10	8	.
39	-0.5	i	16	6	.
40	-1.5	-1.0	-9	6	22
41	.	-0.4	-12	4	0
42	0.7	i	-4	-5	26
43	-2.5	-0.6	36	17	.
44	-0.8	0.4	.	4	.
45	-0.1	i	2	6	10

Next section
cpd	canonical_smiles	MazEF act	Rv3671c protease	UGM FP inh	FBA Mtb inh	SARS 3CLpro inh
46	Cc1sc2nc(SCC(=O)NCCOCCO)n(C)c(=O)c2c1C	8	-5	-2.2	-2	-2
47	CCC(C(=O)O)P(=O)(c1ccc(Cl)cc1)c1ccc(Cl)cc1 (configuration not stated)	3	-2	2.1	-2	2
48	CC1=C(C(=O)OC2CCCCC2)C(c2cccnc2)n2ncnc2N1 (configuration not stated)	-3	-5	0.0	1	4
49	COc1ccc(N2CCN(C(=O)Cc3csc(NC(=O)Nc4ccccc4OC)n3)CC2)cc1	-9	4	0.2	-3	.
50	Cc1ncc(CO)c(/C=N/NC(=O)c2ccc(O)cc2)c1O	3	2	0.8	11	1
51	COc1ccccc1CCCNC(=O)C1CCC(=O)N(CCc2ccc(Cl)cc2)C1 (configuration not stated)	3	3	-0.2	2	-3
52	COc1ccc(C)cc1NC(=O)CN(c1ccc(C)cc1)S(C)(=O)=O	5	-3	0.5	3	-1

cpd	BioA inh	BH1578 lux ind	PriA SSB inh	GDH-TPI counter	VHR inh abs
46	21	i	-10	3	15
47	.	-0.5	-4	-4	22
48	4.6	-0.1	-5	2	-14
49	-2.2	i	10	3	.
50	0.4	0.7	.	22	26
51	-1.1	i	2	3	19
52	.	-0.4	5	-6	6

Compounds shown so far that have a Cl atom:
cpd	canonical_smiles	MazEF act	Rv3671c protease	UGM FP inh	FBA Mtb inh	SARS 3CLpro inh
5	CCN1C(=O)[C@@H]2[C@@H](c3ccc(-c4ccc(Cl)c(Cl)c4)cc3)N3CCC[C@@]3(C(=O)OC)[C@@H]2C1=O	-12	3	-0.8	0	.
7	Cc1ccc(S(=O)(=O)N(CC(=O)O)c2ccc(Cl)c(C(F)(F)F)c2)cc1	2	-1	-0.9	2	6
18	CC(C)NC(=O)CC1(C(=O)NCc2ccc(Cl)cc2)CCCC1	-2	-8	1.8	-3	3
29	O=C(Cc1ccccc1)Nc1c2c(nn1-c1cccc(Cl)c1)CS(=O)(=O)C2	-9	-2	3.1	3	-3
45	CC(C)CN(CCNC(=O)CN1N=C(c2ccc(Cl)cc2)CCC1=O)CC(C)C	-3	2	-2.1	1	2
47	CCC(C(=O)O)P(=O)(c1ccc(Cl)cc1)c1ccc(Cl)cc1 (configuration not stated)	3	-2	2.1	-2	2
51	COc1ccccc1CCCNC(=O)C1CCC(=O)N(CCc2ccc(Cl)cc2)C1 (configuration not stated)	3	3	-0.2	2	-3

cpd	BioA inh	BH1578 lux ind	PriA SSB inh	GDH-TPI counter	VHR inh abs
5	-1.7	i	-41	-8	.
7	.	-0.6	-8	-1	29
18	-0.1	-1.4	-7	-10	6
29	6.9	-0.3	-8	-1	3
45	-0.1	i	2	6	10
47	.	-0.5	-4	-4	22
51	-1.1	i	2	3	19

Pulled by structure from the entries so far:
cpd	canonical_smiles	MazEF act	Rv3671c protease	UGM FP inh	FBA Mtb inh	SARS 3CLpro inh
49	COc1ccc(N2CCN(C(=O)Cc3csc(NC(=O)Nc4ccccc4OC)n3)CC2)cc1	-9	4	0.2	-3	.
46	Cc1sc2nc(SCC(=O)NCCOCCO)n(C)c(=O)c2c1C	8	-5	-2.2	-2	-2

cpd	BioA inh	BH1578 lux ind	PriA SSB inh	GDH-TPI counter	VHR inh abs
49	-2.2	i	10	3	.
46	21	i	-10	3	15
